Nrf2 ARE act: activators of Nrf2 (ARE) signaling. AREc32 ARE-luciferase reporter (MCF7-derived line), luminescence, 24 h. Potency, µM (titrated, usually from 46.1 µM), for the others: at the top dose activation, hits mostly activators. 0.31% of 410,000 active. AID 624171; also: potency is read from the fitted curve at half-maximal effect; % of control where 0% means no effect; nearly all actives have a fitted effect of over 65% in size
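Quantitative high-throughput format: AREc32 reporter cells, 1000 per well, received compound by pin transfer and were incubated 24 hr at 37 deg C, 5% CO2, before Steady-Glo luminescence detection.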
A549 tox: kills or reduces viability of A549 cells in Nrf2 counter-screen; A549 ARE-Fluc cells, CellTiter-Fluor viability, 18-24 h; Potency, µM (highest dose often 46 µM), inactives show at the highest dose activity change, negative = cytotoxicity, hits mostly inhibitors; 0.16% of 390,000 active; AID 504648; also: potency is read from the fitted curve at half-maximal effect; % is scaled to controls: 0 for no effect and ±100 for the full control effect
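Cytotoxicity counterscreen: CellTiter-Fluor fluorescence was measured in A549 ARE_Fluc cells after 18-24 h of compound exposure in a concentration series. The subsequent BugLite luminescent read reports ARE-luciferase activity.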
TGFb SMAD3 inh: inhibitors of TGF-b signaling | HepG2 CAGA-GFP TGF-b/SMAD3 reporter, GFP fluorescence, 18 h; TGF-beta stimulated, 500 pg/mL final | Potency, µM (top dose mostly 46.1 µM), inactives show at the top dose activity, negative = inhibition, usual class: inhibitors | 1.2% of 410,000 active; also: potency is read from the fitted curve at half-maximal effect; % is scaled to controls: 0 for no effect and ±100 for the full control effect; nearly all actives have a fitted effect of over 65% in size
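Inhibition was scored as loss of TGF-beta-induced (500 pg/mL final, 18 hours, 37 degrees C) GFP in HEPG2 cells carrying a CAGA-GFP reporter, in DMEM with 1% FBS. Well GFP was summed per cell; Activity was normalised to unstimulated and stimulated DMSO wells, then concentration-response fitting.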
CCT modulator: changes cytosolic chaperonin activity. purified chaperonin ATPase assay, HTRF ADP detection, 30 min. activity change, % (concentration not given with the values), hits read low. 0.3% of 360,000 active. AID 651819; in the data active = activity change below about -30%; also: % is scaled to controls: 0 for no effect and ±100 for the full control effect
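ATPase activity: ADP formed was measured by HTRF Transcreener (665/615 nm ratio) after 30 min at 37 deg C with 10 uM ATP. Compounds screened at one 76 uM concentration against 40 or 20 nM TRiC in Tris pH 7.4/KCl/MgCl2/DTT buffer.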
EPAC2 ag: activates human EPAC2 exchange factor; Q8WZA2; EPAC2 activation, biochemical qHTS; response scale: 100% = 6.5 mM cAMP response; Potency, µM (series often up to 154 µM), for the others: top-dose activation, hits mostly activators; 0.079% of 360,000 active; also: potency is read from the fitted curve at half-maximal effect; nearly all actives have a fitted effect of over 50% in size
Target sequence (Q8WZA2 whole entry, looked up): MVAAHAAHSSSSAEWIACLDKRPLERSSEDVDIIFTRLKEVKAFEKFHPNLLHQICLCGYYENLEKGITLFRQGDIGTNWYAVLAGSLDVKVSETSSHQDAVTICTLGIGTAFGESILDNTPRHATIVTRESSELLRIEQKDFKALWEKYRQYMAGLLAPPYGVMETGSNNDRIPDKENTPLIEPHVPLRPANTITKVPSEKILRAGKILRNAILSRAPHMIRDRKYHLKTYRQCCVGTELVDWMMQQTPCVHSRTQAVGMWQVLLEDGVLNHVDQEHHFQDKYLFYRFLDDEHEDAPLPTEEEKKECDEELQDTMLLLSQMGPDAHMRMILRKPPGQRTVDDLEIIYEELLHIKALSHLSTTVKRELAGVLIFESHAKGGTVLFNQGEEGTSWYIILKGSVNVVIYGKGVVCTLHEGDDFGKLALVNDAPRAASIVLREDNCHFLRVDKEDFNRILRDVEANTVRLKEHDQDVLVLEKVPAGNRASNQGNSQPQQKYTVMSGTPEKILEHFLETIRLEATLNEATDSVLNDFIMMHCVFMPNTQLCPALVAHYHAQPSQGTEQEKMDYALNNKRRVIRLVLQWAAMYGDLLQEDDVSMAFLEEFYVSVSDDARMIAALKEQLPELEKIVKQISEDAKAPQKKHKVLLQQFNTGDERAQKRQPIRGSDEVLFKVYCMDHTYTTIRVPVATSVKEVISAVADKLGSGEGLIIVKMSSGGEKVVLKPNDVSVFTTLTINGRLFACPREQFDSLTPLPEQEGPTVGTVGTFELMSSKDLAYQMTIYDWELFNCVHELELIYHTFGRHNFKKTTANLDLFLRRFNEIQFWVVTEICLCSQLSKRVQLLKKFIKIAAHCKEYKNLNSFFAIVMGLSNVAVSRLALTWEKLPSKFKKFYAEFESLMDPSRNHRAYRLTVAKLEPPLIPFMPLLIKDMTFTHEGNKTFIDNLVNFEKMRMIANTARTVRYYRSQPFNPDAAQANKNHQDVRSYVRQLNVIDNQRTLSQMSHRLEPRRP
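Compounds were added across a concentration range to EPAC2 (100 nM), RAP1B-BODIPY-GDP (250 nM) and GDP (50 uM). After 5 min at room temperature, fluorescence was recorded at 5-min intervals for 30 min.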
Mm-Cpn inhibitor: blocks the Methanococcus maripaludis chaperonin Mm-Cpn; purified Mm-Cpn ATPase, ADP Transcreener TR-FRET; Potency, µM (doses to about 76.9 µM), for the others: at the highest dose activity, negative = inhibition, usual class: inhibitors; 0.031% of 330,000 active; also: potency is read from the fitted curve at half-maximal effect; % is scaled to controls: 0 for no effect and ±100 for the full control effect; nearly all actives have a fitted effect of over 80% in size
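Reaction buffer contained 30 mM Tris pH 7.4, 100 mM KCl, 5 mM MgCl2 and 1 mM DTT. Mm-CPN (25 nM final) hydrolysed 10 uM ATP over 30 min at 37°C; ADP was read by HTRF.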
EPAC2 antagonist: antagonists of human EPAC2. Q8WZA2. EPAC2 GEF exchange of Rap1B-BODIPY-GDP, fluorescence. Potency, µM (highest dose often 114 µM), inactives show at the top dose activity, negative = inhibition, actives largely listed as inhibitors. 0.18% of 360,000 active; also: potency is read from the fitted curve at half-maximal effect; % is scaled to controls: 0 for no effect and ±100 for the full control effect; nearly all actives have a fitted effect of over 45% in size; many of its hits are not listed in these tables
pAkt inh: blocks phosphorylation of Akt; Neuro2A IGF-stimulated pAkt S473 HTRF, 20 min; hits give low values; activity change, % for hits at 50 µM; 0.32% of 360,000 active; in the data active = activity change below about -80%; inconclusive = mostly about -51% to -80%; also: % is scaled to controls: 0 for no effect and ±100 for the full control effect
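Single-point screen (50 µM final compound) in Neuro2A cells stimulated 20 min with 6 nM IGF at 37 deg C. After lysis, Ser473-phosphorylated Akt read by HTRF (ex 330 nm, em 615/665 nm) as the 665/615 ratio.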
Nrf2 block: Nrf2 pathway inhibition. 2.1% of 360,000 active. A549 ARE-Fluc reporter, luciferase luminescence, 18-24 h. Potency, µM (highest dose often 46 µM), for inactives: at the top dose activity change, negative = inhibition, hits mostly inhibitors; also: potency is read from the fitted curve at half-maximal effect; % is scaled to controls: 0 for no effect and ±100 for the full control effect; nearly all actives have a fitted effect of over 60% in size
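Reporter: ARE-Fluc in A549. Exposure: 18-24 h, 37 °C, 5% CO2, 5% FBS OPTI-MEM. Readouts: fluorescent cytotoxicity (CellTiter-Fluor), then luminescent Nrf2 signal after BugLite.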
Starred values were filed as active, the others as inactive; i = inactive; ? = inconclusive; . = not tested or not shown; [ ] = another dose, or the depositor's remark. Unless noted, calls follow the shape of the dose curve; as a rule, active = well fitted curve in the direction sought with a large enough effect; inconclusive = small, poorly fitted or top-dose-only effect, or another doubt; inactive = no such curve, though single readings can be large; an effect the other way counts as inactive or inconclusive. A portion of the library, so the mix of outcomes need not match the whole.

SMILES	Nrf2 ARE act	A549 tox	TGFb SMAD3 inh	CCT modulator	EPAC2 ag	Mm-Cpn inhibitor	EPAC2 antagonist	pAkt inh	Nrf2 block
COc1cc(CN=Cc2c(O)n(Cc3ccccc3)c(=S)[nH]c2=O)cc(OC)c1	-0.8%	-9%	34%[activator]	-1.3	3%	-29%	2%	i	3%
C1CNC2NCCNC2N1 (stereo unspecified)	-0.6%	7%	-15%	-1.6	-3%	0%	-5%	i	4%
O=C(O)Cc1cnc[nH]1	-1.3%	0%	-3%	-1.4	3%	.	9%	i	-16%
CCCCC(C)C(OC(=O)CC(CC(=O)O)C(=O)O)C(CC(C)CC(O)CCCCC(O)CC(O)C(C)N)OC(=O)CC(CC(=O)O)C(=O)O (stereo unspecified)	0.3%	5%	-4%	-0.6	-9%	1%	6%	i	15%
O=C(CNC1CCCCC1)N1CCC2(CC1)OCCO2	0.1%	1%	7%	-1.1	3%	1%	1%	i	4%
CC1CN2C(=O)C1(c1ccccc1)C(=O)NC2=S (stereo unspecified)	2.9%	.	3%	0.0	2%	.	1%	i	.
O=P(C(Cl)Cl)(N1CCCCC1)N1CCCCC1	-0.1%	-1%	16%	-0.1	5%	-2%	-3%	i	-1%
Cc1cc(OCC(=O)N2CCN(CC(=O)N3CCOCC3)CC2)c(C(C)C)cc1Cl	2.3%	-12%	-7%	-5.4	10%	0%	-2%	i	-24%
COc1cc(C)c(-c2nc(CN3C[C@@H]4C[C@@H](C3)c3cccc(=O)n3C4)c(C)o2)cc1C	-0.2%	-2%	?	1.7	1%	3%	3%	i	-11%
COC(=O)C1=C(c2cccc(OCc3ccccc3)c2)C[C@@H]2CC[C@H]1N2C(=O)NCc1cccc(C(F)(F)F)c1	-0.6%	-7%	-2%	-1.0	4%	0%	-8%	i	?
CCCCN1C(=O)NC(=O)/C(=C/c2cnc(SC)nc2)C1=O	3.8%	-2%	5%	-0.2	3%	-1%	-3%	i	14%
CN(N=Cc1ccc([N+](=O)[O-])cc1)c1ccccn1	4.5%	.	-1%	2.0	-190%[inhibitor]	.	133%[activator]	i	.
O=C(COc1ccccc1)c1cn(Cc2ccccc2)c2ccccc12	2.2%	?	35%	2.1	0%	-26%	-3%	i	29%
CNC1(c2ccccc2Cl)CCCCC1=O (stereo unspecified)	-1.2%	0%	1%	-0.7	6%	.	21%	i	4%
Cc1ccc(-n2c(C)cc(/C=C3/C(=O)NC(=O)N(C)C3=O)c2C)cc1	0.0%	8%	-3%	2.3	11%	0%	2%	i	-1%
COc1c2c(cc3c1OCO3)CC[N+](C)=C2	-0.5%	-4%	3%	-3.2	8%	.	2%	i	?
Brc1ccccc1OCCCN1CCOCC1	3.1%	5%	?	-4.0	8%	0%	-5%	i	?
COc1ccc(CCNC(=O)CCc2c(C)nc3c(-c4ccc(F)cc4)c(C)nn3c2C)cc1OC	-1.2%	1%	?	.	.	.	.	.	21%
O=[N+]([O-])c1ccc(N2CCCC2)c2ncccc12	0.3%	-8%	-8%	-1.0	-1%	0%	14%	i	-9%
O=C1/C(=C\c2ccccc2)C2OCC=C3CN4CCC56c7ccccc7N1C5C2C3CC46 (stereo unspecified)	2.1%	-3%	20%	-2.7	-4%	1%	3%	i	-1%
Cc1ncc(CNC(=O)N(CCCl)N=O)c(N)n1	-1.1%	0%	8%	-2.1	-1%	2%	?	.	-18%
COc1ccc(-n2c(O)c(/C(C)=N/N3CCCCCC3)c(=O)[nH]c2=O)cc1	2.4%	-1%	-4%	-1.5	-1%	-2%	-12%	i	0%
O=c1c2ccccc2nc(C[n+]2ccccc2)n1-c1cccc(C(F)(F)F)c1	0.0%	1%	-2%	-0.7	7%	-1%	3%	i	-2%
Cc1nn(Cc2ccccc2Cl)c(C)c1C(=O)OCC(=O)NC1CCS(=O)(=O)C1 (stereo unspecified)	-0.2%	7%	11%	-1.2	0%	2%	-2%	i	-12%
Cc1ccc(-c2nc3ccccc3c(=O)n2-c2nccs2)cc1	-0.6%	-19%	-3%	-0.1	6%	0%	3%	.	-8%

Single values from above:
Under Nrf2 block, COc1cc(C)c(-c2nc(CN3C[C@@H]4C[C@@H](C3)c3cccc(=O)n3C4)c(C)o2)cc1C has -11%
Under A549 tox, COc1c2c(cc3c1OCO3)CC[N+](C)=C2 has -4%

New compounds follow
SMILES	Nrf2 ARE act	A549 tox	TGFb SMAD3 inh	CCT modulator	EPAC2 ag	Mm-Cpn inhibitor	EPAC2 antagonist	pAkt inh	Nrf2 block
COc1cccc(NP(=O)(Oc2ccc(Cl)cc2)Oc2ccc(Cl)cc2)c1	0.2%	-9%	?	-2.3	-1%	1%	-7%	i	?
CCOC(=O)c1ccc(NC(=O)CSc2ccc(-c3cccnc3)nn2)cc1	4.7%	1%	-10%	1.0	-2%	-1%	0%	i	?
Cc1[nH]c2ccc(OC(F)(F)F)cc2c1CCNCc1cccc([N+](=O)[O-])c1	2.9%	0%	?	-0.3	-1%	5%	-19%	i	3%
O=C1CN=C(c2cccs2)c2c(sc3c2CCCC3)N1	0.0%	-2%	-19%	-0.4	1%	-5%	6%	i	-6%
COC(=O)C1=C(c2ccc(Cl)c(C(F)(F)F)c2)C[C@@H]2CC[C@H]1N2C(=O)NCCNC(C)=O	-0.4%	0%	8%	1.3	5%	1%	-11%	i	23%
Cc1cc(C)c(OCC(=O)N2CCN(c3ncc(C(F)(F)F)cc3Cl)CC2)c(C)c1	-0.7%	-5%	?	1.3	-7%	0%	?	i	?
Oc1ccc(C2=CCNCC2)cc1O	0.3%	-5%	-3%	.	3%	.	1%	.	-4%
CC[C@H]1CN2CCC1C[C@H]2[C@H](O)c1ccnc2ccc(OC)cc12 (stereo partly specified)	0.2%	-2%	5%	-0.9	5%	-3%	1%	i	11%
CCCN1CCC[C@@H]2Cc3nc(N)ncc3C[C@H]21	-0.2%	-1%	-10%	-1.0	9%	.	4%	i	15%
O=C(Nc1ccccc1)c1c(O)[nH]c(=S)[nH]c1=O	0.2%	-6%	-17%	1.5	1%	.	-9%	i	22%
O=C(/C=C/c1ccc2c(c1)OCO2)c1c(O)n(CCC2=CCCCC2)c(=O)[nH]c1=O	8.7%	-1%	-12%	-2.6	21%	1%	21%	i	5%
CCOC(=O)[C@@H]1[C@H]2COc3ccc(Br)cc3[C@H]2N2C(=O)N(c3cccc(C)c3)C(=O)[C@]12C	0.5%	2%	-4%	-9.9	8%	-2%	-4%	i	2%
COC(=O)C1=C(c2cc3ccccc3s2)C[C@@H]2CC[C@H]1N2C(=O)NCCCOC(C)C	5.9%	-6%	-2%	-3.4	-3%	.	-19%	i	-6%
O=S(=O)(c1cc(Cl)cc(Cl)c1)N1Cc2cc(N3CCOCC3)ccc2-n2nncc2C1	-0.4%	.	-16%	0.0	11%	.	-13%	i	.
Cc1nc2ccccc2c(=O)n1-c1ccc(Br)cc1[N+](=O)[O-]	-0.3%	12%	3%	-1.8	8%	-1%	-10%	i	14%
CCOC(=O)c1ccccc1C(=O)OCC	-1.0%	-3%	40%[activator]	-0.6	13%	.	-9%	i	16%
Cc1cc(OCC(=O)N[C@@H](Cc2ccccc2)C(=O)O)c2c3c(c(=O)oc2c1)CCCC3	0.3%	6%	30%	0.4	3%	-2%	?	i	-4%
C(#CCN1CCCCC1)CN1CCCCC1	-0.9%	.	1%	0.4	5%	.	-2%	i	.
CCn1c(C)c(C(=O)Nc2ccc(OC)cc2)c2cc(OC)ccc21	2.3%	-5%	16%	0.3	-5%	-1%	4%	i	?
COc1ccc(C(=O)Oc2cccc3cccnc23)cc1S(=O)(=O)N1CCOCC1	15%	0%	13µM*	-3.5	-4%	5%	2%	i	10%
O=C1NC(=O)C(=Cc2cc3c(cc2[N+](=O)[O-])OCO3)C(=O)N1	0.1%	-8%	4%	1.2	2%	-9%	21%	i	-15%
N#C/C(=C\c1ccc(O)cc1)C(=O)O	0.5%	-5%	11%	1.2	-3%	.	-10%	i	-8%
CCC(=NCCO)c1c(O)n(-c2ccccc2)c(=O)[nH]c1=O	2.1%	-4%	-28%	-0.3	-82%[inhibitor][15.6 µM]	0%	10%	.	-16%
O=C(O)c1c[nH]c2ccc(S(=O)(=O)N(CCCl)CCCl)cc12	-0.1%	-17%	-15%	-1.8	2%	-1%	13%[57.1 µM]	i	2%
CC(C)N1C(=O)NC(=O)C2(Cc3cc([N+](=O)[O-])ccc3N(C)C2c2ccccc2)C1=O (stereo unspecified)	2.1%	-25%	-15%	-1.5	7%	1%	-1%	i	?
SMILES	Nrf2 ARE act	A549 tox	TGFb SMAD3 inh	CCT modulator	EPAC2 ag	Mm-Cpn inhibitor	EPAC2 antagonist	pAkt inh	Nrf2 block
Cc1ccccc1N1CCN(S(=O)(=O)c2nnc(NC(=O)c3ccc(Cl)cc3)s2)CC1	-0.1%	1%	-44%	.	.	.	.	.	?
CC/C(=N\Nc1ccccc1)c1c(O)n(-c2ccc(OC)cc2)c(=O)[nH]c1=O	0.3%	5%	-3%	1.4	2%	-6%	-5%	i	-1%
COc1ccc(CCC(C)NCCc2ccccc2)cc1 (stereo unspecified)	-0.3%	19%	-3%	-2.7	5%	-1%	-1%	i	5%
COc1ccc(CCC(=O)N2CCC3(CC2)OCCO3)cc1	-0.2%	?	3%	-2.3	15%	1%	0%	i	15%
COC(=O)C1=C(c2cccc(OC)c2OC)C[C@@H]2CC[C@H]1N2C(=O)N1CCC(O)CC1	0.0%	-1%	-3%	1.2	10%	.	-5%	i	-1%
CCCc1[nH]nc2c1C1(C(=O)N(CC(N)=O)c3ccccc31)C(C(=O)OC)=C(N)O2 (stereo unspecified)	0.1%	10%	-2%	-0.8	8%	1%	4%	i	?
CC(C)CCOC(=O)c1c(N)n(CC2CCCO2)c2nc3ccccc3nc12 (stereo unspecified)	0.4%	-14%	11µM*	-2.1	7%	-8%	0%	i	-11%
